TCR CD3 inh – inhibitors of human TCR-CD3 interaction, primary screen, biochemical, fluorescence, TAMRA-labeled TCR probe. actives 0.37% (n = 360,000). AID 651800, 2012. inhibition, % at 9.4 µM. T-cell receptor (TCR); in the data active = inhibition above about 19%;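 also: recombinant mutant TCR 2C K166C tagged with TAMRA read by polarization; 0% = receptor in buffer alone and 100% = receptor with positive control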
UHRF1 MBD2 ctr – UHRF1 methylated DNA binding inhibitors, primary screen, counter-screen for MBD2 inhibitor project, biochemical, TR-FRET, human UHRF1, single concentration; inhibition, % at 4.4 µM; actives 0.75% (n = 370,000); UHRF1 binding to methylated oligo; AID 687016, 2013; E3 ubiquitin-protein ligase UHRF1 (Homo sapiens), Q96T88; in the data active = inhibition above about 21%;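 also: UHRF1 SRA domain binding a hemimethylated CpG hairpin DNA probe; 0% = median of test compound wells and 100% = reference inhibitor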
MBD2 inh – inhibitors of MBD2 binding to methylated DNA, primary screen, biochemical, TR-FRET, DNA-binding domain, human. Methyl-CpG-binding domain protein 2 (Homo sapiens), Q9UBB5. MBD2 binding to methylated oligonucleotide. inhibition, % at 4.4 µM. actives 0.31% (n = 370,000). AID 686964, 2013; in the data active = inhibition above about 13%
Tn6 DDE FP – inhibitors of Tn6 peptide binding to fibrin DD(E), primary screen, biochemical, fluorescence polarization, human fibrin, Tn6 probe; Fibrinogen beta chain (Homo sapiens), P02675; Fibrin DD(E) TRITC-Tn6 fluorescence polarization displacement; inhibition, % at 8.3 µM; actives 0.21% (n = 370,000);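 active = inhibition above a per-campaign cutoff: mean of compounds within control limits plus 3 SD, cut at about 15% in these data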;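 also: 0% = median of all compound wells on the plate and 100% = blocking peptide control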
Target sequence (P02675 whole entry, looked up): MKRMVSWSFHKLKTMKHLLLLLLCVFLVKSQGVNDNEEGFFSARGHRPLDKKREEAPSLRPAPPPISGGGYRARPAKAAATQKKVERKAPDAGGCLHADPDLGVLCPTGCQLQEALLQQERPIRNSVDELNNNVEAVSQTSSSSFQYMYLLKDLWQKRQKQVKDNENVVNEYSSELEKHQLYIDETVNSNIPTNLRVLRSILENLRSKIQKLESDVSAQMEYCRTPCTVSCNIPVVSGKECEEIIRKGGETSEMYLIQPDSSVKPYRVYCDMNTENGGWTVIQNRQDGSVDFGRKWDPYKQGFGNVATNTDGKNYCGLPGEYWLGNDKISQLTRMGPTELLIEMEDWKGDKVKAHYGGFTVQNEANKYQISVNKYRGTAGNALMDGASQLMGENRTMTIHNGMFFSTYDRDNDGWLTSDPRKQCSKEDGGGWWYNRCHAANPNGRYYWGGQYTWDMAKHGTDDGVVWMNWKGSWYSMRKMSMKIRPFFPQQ
LEDGF integ inh – blockers of LEDGF/p75-dependent integrase strand transfer – biochemical, TR-FRET, high throughput, primary screen. TR-FRET IN-LEDGF/p75 DNA integration, Eu/Cy5. inhibition, % at 3.7 µM. HIV-1 integrase (with human LEDGF/p75). actives 0.64% (n = 370,000);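 active = inhibition above the screen-wide mean plus 3 SD, cut at about 13% in these data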;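 also: signal is the Cy5 over europium emission ratio at 671 and 618 nm; 0% = plate median of compound wells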
SIAE primary – human SIAE inhibitors, primary screen, biochemical, fluorescence polarization, FP-Rh probe, 1536-well HTS; SIAE FP-Rh probe binding; inhibition, % at 9.66 µM; actives 0.69% (n = 370,000);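 active = inhibition above a cutoff: mean of compounds within the control limits plus 3 SD of those, cut at about 17% in these data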;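 also: 0% = plate median of compound wells and 100% = probe without SIAE protein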
TDP2 absorb – human TDP2 enzyme inhibitors, primary screen, biochemical, epi absorbance, recombinant enzyme; Tyrosyl-DNA phosphodiesterase 2 (Homo sapiens), O95551; T5PNP hydrolysis, p-nitrophenol absorbance 415 nm; inhibition, % at 12.8 µM; actives 0.34% (n = 370,000); AID 720702, 2013;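 active = inhibition above the mean of all tested compounds plus 3 SD, set per campaign, cut at about 25% in these data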;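 also: 0% = DMSO with enzyme and 100% = buffer with substrate but no TDP2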
Target sequence (O95551 whole entry, looked up): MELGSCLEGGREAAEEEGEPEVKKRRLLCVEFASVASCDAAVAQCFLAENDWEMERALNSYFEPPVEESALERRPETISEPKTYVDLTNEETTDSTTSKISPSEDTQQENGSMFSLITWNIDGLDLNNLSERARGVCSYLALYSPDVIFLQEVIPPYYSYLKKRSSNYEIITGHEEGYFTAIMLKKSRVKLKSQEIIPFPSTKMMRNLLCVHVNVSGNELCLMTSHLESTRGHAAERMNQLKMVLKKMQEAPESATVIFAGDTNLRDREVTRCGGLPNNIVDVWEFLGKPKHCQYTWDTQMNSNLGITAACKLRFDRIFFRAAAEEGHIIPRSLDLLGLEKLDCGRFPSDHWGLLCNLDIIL
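Material: recombinant human TDP2; quantity: TDP2 enzyme at 120 nM final; medium: Tris-HCl pH 7.5 with MgCl2; compound: single concentration, 12.8 µM nominal, with 1% DMSO; incubation: 2 h enzyme incubation at 37 °C; signal: epi absorbance; measure: percent inhibition; benchmarks: high control without enzyme, low control DMSO plus TDP2; repeats: singlicate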
Tn7 DDE FP – inhibitors of Tn7 peptide binding to fibrin DD(E), primary screen, biochemical, fluorescence polarization, human fibrin, Tn7 probe; Fibrinogen beta chain (Homo sapiens), P02675; FP displacement of FITC-Tn7 peptide from fibrin DD(E); 0% = median of compound wells per plate; inhibition, % at 8.3 µM; actives 0.13% (n = 370,000); AID 720508, 2013;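 active = inhibition above the mean of compounds falling within the control limits plus 3 SD of them, cut at about 14% in these data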;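 also: 0% = plate median of compound wells and 100% = 10 µM Aha-Tn7 peptide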
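Test system – human fibrin DD(E) · Times – 10 min preincubation, 3 h with tracer, room temperature · Detection – fluorescence polarization of the labelled Tn7 tracer · Measure – percent inhibition normalized to high-control wells · Benchmarks – high control wells with 10 µM unlabelled Aha-Tn7 peptide (full inhibition) · Repeats – singlicate testing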
KLK7 zymogen act – proKLK7 zymogen activators, primary screen, biochemical, fluorescence intensity; Kallikrein-7 (Homo sapiens), P49862; purified proKLK7, EDANS-DABCYL substrate fluorescence; 100% is mature enzyme control, 0% vehicle; activation, % at 7 µM; actives 0.9% (n = 370,000); AID 652039, 2013;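 active = activation above the mean of all tested compounds plus 3 SD, computed per campaign excluding outliers beyond control limits, cut at about 13% in these data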
Target sequence (P49862 whole entry, looked up): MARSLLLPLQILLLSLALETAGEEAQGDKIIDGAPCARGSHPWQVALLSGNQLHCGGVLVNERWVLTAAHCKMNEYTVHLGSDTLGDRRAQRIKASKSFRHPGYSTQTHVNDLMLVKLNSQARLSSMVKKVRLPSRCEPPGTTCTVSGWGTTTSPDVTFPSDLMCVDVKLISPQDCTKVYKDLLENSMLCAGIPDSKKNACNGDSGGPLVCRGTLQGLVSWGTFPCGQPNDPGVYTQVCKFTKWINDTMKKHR
PRMT1 inh – PRMT1 methyltransferase inhibitors, primary screen, biochemical, fluorescence polarization; Protein arginine N-methyltransferase 1 (Homo sapiens), Q99873; inhibition, % at 2.79 µM; AID 652257, 2013; recombinant PRMT1, activity-based probe fluorescence polarization; actives 1.3% (n = 370,000);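 active = inhibition above about 21% made by adding two undisclosed values, limit read from the data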
* marks the source's active call; other numbers are inactive results; . = not tested or not shown. No enrichment for hits. About 4.6% of those tested had a hit in this group.

SMILES	TCR CD3 inh	UHRF1 MBD2 ctr	MBD2 inh	Tn6 DDE FP	LEDGF integ inh	SIAE primary	TDP2 absorb	Tn7 DDE FP	KLK7 zymogen act	PRMT1 inh
O=[N+]([O-])c1ccc(N/N=C\c2cccn2-c2ccccc2)nc1	3	-4	-7	-3	-4	13	-10	4	0.2	-3
CN1C(=O)[C@@H]2[C@@H]3C[C@@H]([C@H]4ON=C(c5ccccc5OCC#N)[C@@H]34)[C@@H]2C1=O	5	-1	5	2	3	-2	1	-6	-0.1	-1
COc1ccc(NC(=O)CSc2nnc(CNC(=O)c3ccco3)n2-c2ccccc2OC)cc1	5	1	3	3	-2	-2	7	9	-0.5	2
Cc1ccc(S(=O)(=O)NCCC(=O)NCC(c2cccs2)N(C)C)cc1C (stereo not given)	5	-2	-3	-6	3	3	2	-3	-0.2	-3
CC(NC1=CC(=O)c2cccnc2C1=O)C(O)c1ccccc1 (stereo not given)	-5	2	-13	6	36*	4	57*	-9	4.2	5
O=C(Nc1nnc(S(=O)(=O)N2CCOCC2)s1)c1cccc(F)c1	0	-3	-4	-3	1	-3	4	-4	0.1	-3
Cc1ccc(C(=O)N[C@H](C(=O)NC2CCCCC2)C(C)C)cc1	-11	0	4	-1	-7	7	-2	5	-0.9	1
CCOC(=O)C(Cc1ccccc1)NC(=O)CNC(C)=O (stereo not given)	4	0	-1	4	1	-1	4	-8	0.2	0
NC(=O)C1CCN(CCC(=O)Nc2ccc(F)c(F)c2)CC1	7	-2	3	6	-1	3	8	-1	0.5	0
COc1ccc(C(=O)CCN2CCN(c3ccccc3F)CC2)cc1	7	3	2	2	7	2	-4	-3	0.2	11
CC(=O)n1cc(/C=N/NC(=O)c2ccc(Cl)cc2)c2ccccc21	-2	4	-1	-9	-4	2	-15	-5	0.0	9
CSCCNC(=O)Nc1c(-c2c(Cl)cccc2Cl)noc1C	-4	0	-5	3	2	-1	-25	-4	0.2	0
Cc1ccc(OCC(=O)OCC(=O)c2c(N)n(C)c(=O)n(C)c2=O)cc1C	2	2	1	0	2	-3	14	-2	0.6	1
OCc1ccccc1N=Cc1cccnc1	4	2	2	1	-3	6	2	5	0.5	-2
O=C(COC(=O)c1ccccc1[N+](=O)[O-])Nc1cccnc1Cl	0	-2	-3	-5	4	4	9	5	0.2	-1
Cc1csc(SCC(=O)NC(=O)NCc2ccccc2)n1	-4	2	0	3	-2	5	-16	2	-0.5	1
O=C(CCCc1c[nH]c2ccccc12)Nc1ccc2ccccc2c1	7	0	2	-3	3	11	2	-1	-0.1	-2
Cc1c(-n2c(=S)[nH]c3ccccc3c2=O)c(=O)n(-c2ccccc2)n1C	10	-2	-5	-10	-2	-1	7	-4	0.1	-1
CC(C)(C)OC(=O)C1[C@H](O)C=CC[C@H]1S(=O)c1ccccc1 (stereo not given in full)	.	0	2	-3	-2	1	-5	0	.	16
COc1ccccc1C(=O)N=C1SC2CS(=O)(=O)CC2N1c1ccccc1 (stereo not given)	-5	1	8	4	-3	10	5	0	-0.6	8
COc1ccc(N2CCN(C(=O)c3ccc(CS(=O)(=O)c4ccc(Br)cc4)o3)CC2)cc1	-3	0	-2	-2	-3	-2	-2	-3	0.5	2
CC(=O)c1cccc(NC(=O)c2c(-c3c(F)cccc3Cl)noc2C)c1	-1	7	0	-3	9	-5	-8	-5	0.5	-1
O=C(Nc1ccc(CSc2ccccc2)cc1)c1ccc(CN2CCOCC2)cc1	9	-3	-11	-5	1	0	3	4	0.2	-3
COc1ccc(CCN2C(=O)CC(C(C)c3ccccc3)C2=O)cc1OC (stereo not given)	2	2	3	-8	-1	-5	-2	-8	-0.1	-1
O=C(c1ccc2c(c1)OCCO2)N1CCN(c2ccccn2)CC1	-3	-2	-4	-5	4	3	3	-2	1.1	-9

Pulled one by one from the entries so far, three records:
SMILES	TCR CD3 inh	UHRF1 MBD2 ctr	MBD2 inh	Tn6 DDE FP	LEDGF integ inh	SIAE primary	TDP2 absorb	Tn7 DDE FP	KLK7 zymogen act	PRMT1 inh
CSCCNC(=O)Nc1c(-c2c(Cl)cccc2Cl)noc1C	-4	0	-5	3	2	-1	-25	-4	0.2	0
CC(=O)n1cc(/C=N/NC(=O)c2ccc(Cl)cc2)c2ccccc21	-2	4	-1	-9	-4	2	-15	-5	0.0	9
CCOC(=O)C(Cc1ccccc1)NC(=O)CNC(C)=O (stereo not given)	4	0	-1	4	1	-1	4	-8	0.2	0

Next section
SMILES	TCR CD3 inh	UHRF1 MBD2 ctr	MBD2 inh	Tn6 DDE FP	LEDGF integ inh	SIAE primary	TDP2 absorb	Tn7 DDE FP	KLK7 zymogen act	PRMT1 inh
c1ccc(CN2CCC3CC2c2cc(N4CCCCC4)ccc23)cc1 (stereo not given)	-5	4	5	-6	-6	-7	-13	-3	-0.5	5
O=C(Nc1ccc(F)cc1)Nc1ccc([N+](=O)[O-])cn1	-6	4	1	4	4	7	-13	0	0.1	-5
O=C(Cn1nnc2ccccc2c1=O)NC1CCCCC1	6	-2	-3	-4	-2	-3	-11	0	-0.4	-6
CCOC(=O)COc1nc(C)cc(C(F)(F)F)c1C#N	-10	2	5	-2	-2	-6	0	6	11	6
CCOc1ccc(NC(=O)C(CC(=O)O)Cc2ccc(Br)cc2)cc1 (stereo not given)	6	0	-4	4	-1	-1	0	-3	-0.1	-3
Cc1nccn1-c1c2c(c(C#N)c3nc4ccccc4n13)CCCC2	4	2	-2	-3	2	-1	-1	-4	1.0	0
O=C(O)c1ccc(Cl)c(S(=O)(=O)N(Cc2ccccc2)c2ccc(F)cc2)c1	1	-2	-1	-1	0	-10	18	9	0.4	-2
Cc1csc(NC(=O)CSc2nc(C(C)C)nc3ccccc23)n1	-1	0	4	2	-3	3	-9	2	0.0	0
COc1cccc(NC(=O)CCC2CCN(Cc3nccs3)CC2)c1	1	-1	-5	-4	0	2	16	-6	0.0	3
O=c1ccc(-c2ccc(S(=O)(=O)Nc3cccc([N+](=O)[O-])c3)s2)n[nH]1	4	1	1	4	0	-2	-3	0	0.2	3
COc1ccc(/C=C/c2cc(C(F)(F)F)on2)cc1	-2	1	5	-4	-4	3	4	4	-0.2	6
O=C(Nc1ccc(S(=O)(=O)N2CCCCC2)cc1)c1cnccn1	-2	-3	-4	0	0	2	1	8	-0.5	3
C=CCc1ccc(OCCOc2cccc3ccc(C)nc23)c(OC)c1	-7	1	-3	7	1	-1	5	-2	0.5	5
CCOC(=O)C1=C(N)OC2=C(C(=O)CC(C)(C)C2)C1c1cc(CSc2nnnn2C)cs1 (stereo not given)	6	-2	-9	1	2	3	7	4	-0.3	-3
CCC(CC)C(=O)N1N=C(c2ccc(NS(C)(=O)=O)cc2)CC1c1ccc(C)cc1 (stereo not given)	5	1	-3	-1	2	-2	-4	1	-91	-1
COC(=O)c1c(Cc2ccccc2Cl)c[nH]c1C	8	-1	-8	1	-1	-4	-4	2	-0.1	-2
CCOC(=O)c1sc2nc(Cc3ccc(Cl)cc3)[nH]c(=S)c2c1C	4	1	-1	1	-2	-7	4	9	-0.5	-8
CC(C)CNC(=S)NNC(=O)c1csc2c1CCCC2	1	-6	3	-4	-2	3	5	2	0.6	-2
COCc1cc(C)nc(OC)c1C(N)=O	3	-3	4	-3	0	-2	12	7	0.2	-2
CCCCOc1ccc(/C=C/C(=O)OCC(=O)N2CC(=O)Nc3ccccc32)cc1OCC	-1	-1	3	1	-3	3	1	2	-1.6	-1
Cc1ccc(N(C(=O)C(F)(F)F)C(C(=O)NC2CCCCC2)c2cccs2)cc1C (stereo not given)	-1	7	3	-4	0	-1	7	5	0.0	3
O=C(O/N=C1\CCCc2ccccc21)C1CC1	7	0	5	0	-1	2	-7	2	0.6	-3
Cc1nn(-c2ccccc2)c2c1C(c1cccnc1)N1C=C(S(=O)(=O)N3CCCCC3)C=CC1=N2 (stereo not given)	-5	-1	-2	-2	-10	2	-2	7	-0.1	4
CN(CCCC1CCCC1)C(=O)CC1C(=O)NCCN1Cc1cccc(F)c1F (stereo not given)	1	-2	-4	4	0	6	-2	-5	0.0	3
Cc1nc2c(-c3ccccc3)c(C)[nH]n2c(=O)c1Cc1ccccc1	2	0	5	-7	4	2	-8	-1	-3.4	2
Next structures follow.
SMILES	TCR CD3 inh	UHRF1 MBD2 ctr	MBD2 inh	Tn6 DDE FP	LEDGF integ inh	SIAE primary	TDP2 absorb	Tn7 DDE FP	KLK7 zymogen act	PRMT1 inh
CC1=C(C#N)C(=O)OC(C)(C)C1	8	-1	4	2	0	4	-2	11	1.1	20
CCSC1=NCCN1C(=O)Cc1ccc(-c2ccccc2)cc1	-7	1	6	4	0	-5	-3	6	0.5	4
Cc1csc(SCC(=O)Nc2oc(C)c3c(C)n[nH]c(=O)c23)n1	-2	-1	-6	-8	2	-6	-6	-3	-0.5	2
Cc1cc(-c2onc3ccc(Cl)cc23)ccc1O	2	-3	-3	6	1	6	23	0	-2.0	8
Cc1cc(NC(=O)CN2CCN(c3ccccc3O)CC2)no1	-1	0	5	7	-5	8	-11	4	-0.4	0
CN(C(=O)COC(=O)c1cc(F)c(F)cc1Cl)c1ccccc1	1	-1	-2	-1	2	12	17	4	0.1	-2
O=C(O)c1cc(N/N=C/c2ccc(-c3ccc(F)cc3)o2)ccc1Cl	-3	8	6	-7	10	5	1	-6	-0.5	34*
O=C(COC(=O)C12CC3CC(CC(C3)C1)C2)Nc1ccc([N+](=O)[O-])cc1Br	6	0	2	5	-5	7	-4	1	0.5	-3
COC(=O)c1c(-c2ccc(OC)cc2)c2c(c3c4cc(OC)ccc4n(C(=O)c4ccccc4)c13)C(=O)N(C)C2	-8	-6	1	-1	2	-1	-6	5	2.0	-3
CCCCOCCCNC(=O)c1cccc(OC)c1	1	4	5	-7	-1	0	2	3	-0.6	1
O=S(=O)(c1ccc(N2CCCC2)nc1)N1CCOCC1	1	1	-6	-12	-3	2	-3	-1	0.4	1
O=C(COC(=O)c1ccc(Cl)c(S(=O)(=O)N2CCCCC2)c1)NCCc1ccccc1	-10	1	2	-11	-4	0	6	-1	0.3	2

Screens deposited in PubChem by The Scripps Research Institute Molecular Screening Center.
